Screens deposited in PubChem BioAssay by Broad Institute.
EWS-Fli inh: blocks EWS/Fli oncoprotein-driven transcription; inhibition, % at 12.6 µM; A673 NR0B1-luciferase reporter, viability-normalised; 350,000 tested, 0.67% active;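 active means mean inhibition of at least 50% after viability correction, with every replicate also passing that limit; inconclusive means mean reaches 50% but only one of two replicates passes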;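 further: firefly luciferase signal divided by Alamar Blue viability fluorescence both relative to DMSO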
Casp6 inh: inhibitors of human caspase-6 | purified caspase-6, Z-VEID-R110 cleavage fluorescence | inhibition, % at 12.5 µM | 350,000 tested, 0.53% active | AID 686996;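 active means mean inhibition across replicates at least about 35%, with every replicate also reaching that limit, limit read from the data; inconclusive means only one of the two criteria met; inactive means neither criterion met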;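 further: 0% = median of neutral control wells and 100% = no fluorescence left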
Target sequence (P55212 24-179 limits assumed): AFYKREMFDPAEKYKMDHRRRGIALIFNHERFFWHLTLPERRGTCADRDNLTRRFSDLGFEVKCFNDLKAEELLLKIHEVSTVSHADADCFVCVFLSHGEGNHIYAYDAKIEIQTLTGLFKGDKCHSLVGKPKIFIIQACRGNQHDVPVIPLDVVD
Target sequence (P55212 194-293 limits assumed): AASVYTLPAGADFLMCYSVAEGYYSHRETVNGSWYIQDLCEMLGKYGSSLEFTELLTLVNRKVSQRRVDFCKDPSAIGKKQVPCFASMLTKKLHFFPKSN
LGR2 antag: inhibitors of bursicon-induced Drosophila LGR2 receptor cAMP signaling. HEK293 LGR2, CRE-luciferase, bursicon-stimulated, 4 h. inhibition, % at 9.99 µM. 380,000 tested, 0.35% active;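 active means drop in luminescence signal, shown as inhibition above about 50% in the replicate tests, limit read from the data, passing the limit was not always enough; inconclusive means probably only some replicates passing the limit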;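 further: agonist challenge used bursicon conditioned medium at about half maximal strength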
SIRT5 inh: blocks human SIRT5 desuccinylation of peptide | Q9NXA8 | Purified SirT5, succinyl-peptide AMC, trypsin-coupled fluorescence | inhibition, % at 15 µM | 330,000 tested, 1.1% active; in the data active means inhibition above about 15%; inconclusive means no clear call, values can overlap the other calls
Target sequence (Q9NXA8 whole entry, looked up): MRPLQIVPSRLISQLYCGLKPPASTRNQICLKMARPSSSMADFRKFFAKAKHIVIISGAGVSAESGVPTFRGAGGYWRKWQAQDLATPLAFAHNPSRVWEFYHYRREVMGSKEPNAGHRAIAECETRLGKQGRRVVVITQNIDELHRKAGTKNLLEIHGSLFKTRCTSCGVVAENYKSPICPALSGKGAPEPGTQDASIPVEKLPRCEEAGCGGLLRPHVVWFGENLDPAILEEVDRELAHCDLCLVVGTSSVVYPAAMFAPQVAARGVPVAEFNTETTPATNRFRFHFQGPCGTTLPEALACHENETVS
PAX8 reporter: inhibitors of PAX8 transcriptional activity in RMG-I cells. RMG-I TPO-luciferase reporter, SteadyGlo, 24 h. inhibition, % at 12.6 µM. 360,000 tested, 1.2% active;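 active means mean replicate inhibition at least 60% with every replicate also reaching 60%; inconclusive means only one of the two criteria is met; inactive means mean below 60% and not all replicates reaching 60%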;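 further: luciferase light reporting Pax8 driven TPO promoter activity; plate controls were median of neutral control wells for no effect and mitoxantrone controls for full effect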
DENV2 CPE: protects cells from dengue virus 2 cytopathic effect; DENV2-infected cells, cytopathic effect rescue, plate reader; AID 651640; CPE inhibition, % at 9.99 µM; 350,000 tested, 1.7% active; in the data active means CPE inhibition above about 20%, passing the limit was not always enough; inconclusive means no clear call, values can overlap the other calls; tested in BHK-21 cells;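 further: 0% = median of neutral control wells and 100% = median of positive control wells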
ARNT TACC3 PPI: disrupts binding between human ARNT and TACC3. inhibition, % at 9.99 µM. 390,000 tested, 0.66% active. AlphaScreen His-ARNT PAS-B/GST-TACC3 binding, luminescence; TACC3 fragment carries E629A point mutation. AID 623870. Q9Y6A5;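 active means mean inhibition of replicates at least 50% and at least half of replicates each reaching 50%; inconclusive means half or more replicates reach 50% but mean below 50%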;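 further: 0% = complete ARNT plus TACC3 wells and 100% = ARNT alone without TACC3; many hits fall short of the cut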
An asterisk follows results filed as active; ? = inconclusive; / = no result given; & = joins results of further samples.

SMILES	EWS-Fli inh	Casp6 inh	LGR2 antag	SIRT5 inh	PAX8 reporter	DENV2 CPE	ARNT TACC3 PPI
O=C(NC[C@@H]1CC[C@H]2[C@H](CN2Cc2cc(-c3ccccc3)on2)O1)c1ccc2c(c1)OCO2	-3.2	/	/	/	39.2	-2.0	/
CCOC(=O)c1c(NC(=S)N2CCCCC2)sc2c1CCN(C(=O)OCC)C2	7.8	-3.9	/	-4.0	2.0	-23.5	/
C[C@@H]1CN([C@H](C)CO)C(=O)c2cc(C#CC3(O)CCCC3)cnc2O[C@@H]1CN(C)S(C)(=O)=O	-2.4	-2.2	-9.9	4.3	/	-4.8	-11.1
CC1(C)C(=O)N(c2ccccc2Cl)C(=O)c2ccccc21	-4.5	-0.3	3.3	/	-3.3	2.7	1.3
COc1ccc(C(=O)N2N=C(c3ccccc3)CC2(O)C(F)(F)F)cc1 (configuration not stated)	-9.4	-5.0	5.4	-2.0	-0.3	6.0	-2.3
C=C(C)CNC(=S)Nc1cccc(S(=O)(=O)NC2=NCCC2)c1	-6.6	-0.9	2.6	2.0	20.5	-8.4	-6.2
O=C(Cc1ccccn1)NCC[C@H]1CC[C@@H](NC(=O)CN2CCOCC2)[C@@H](CO)O1	-3.7	-3.7	-6.0	-0.6	-5.2	-11.1	5.0
CC(NC(=O)c1cc(COc2ccc3ncccc3c2)on1)c1ccc(F)cc1 (configuration not stated)	14.9	0.1	11.7	-2.7	13.2	-4.5	28.3
COC(=O)c1cc(OC)c(OC)cc1NC(=O)CCN1C(=O)C2CCCCC2C1=O (configuration not stated)	-3.6	0.4	-12.6	-0.6	-10.7	-10.9	/
CN1C(=O)c2cc(NS(=O)(=O)c3ccc(F)cc3)ccc2OC[C@H]2O[C@H](CC(=O)NCC(F)(F)F)CC[C@@H]21	0.7	0.8	2.9	1.1	-9.4	5.8	-2.6
CS(=O)(=O)N1CCCCN2[C@H](C1)[C@@H](c1ccc(-c3cccc(C#N)c3)cc1)[C@@H]2CO	-12.1	0.6	-9.2	2.4	0.2	15.5	-4.0
C[C@H]1CN([C@@H](C)CO)C(=O)c2cc(NC(=O)Cn3cnnn3)ccc2O[C@@H]1CN(C)Cc1ccc(C(F)(F)F)cc1	/	2.6	-6.0	-3.3	-3.5	1.0	3.4
COc1ccc2c(CN(Cc3ccccc3)Cc3ccccc3)cc(=O)oc2c1	8.6	-1.4	-0.3	0.9	-6.0	-9.0	/
O=C(COC(=O)C1CCCC1)NCc1ccc(Cl)cc1	-9.7	0.8	26.8	-4.3	8.1	5.0	-4.0
NC(=O)c1c(NC(=O)Cn2cc([N+](=O)[O-])cn2)sc2c1CCCC2	-3.4	0.9	1.7	0.3	9.7	4.3	6.4
COc1cccc(S(=O)(=O)N[C@H]2CC[C@H](CCn3cc(-c4ccccc4)nn3)O[C@H]2CO)c1	6.2	0.0	4.8	-0.5	4.7	-1.6	-1.1
CC1=NNC(=O)C1CCC(=O)N/N=C/C=C/c1ccccc1 (configuration not stated)	7.3	-3.4	1.8	-1.6	8.6	/	0.9
Cc1ccc(N2C(=O)C3C(c4ccccc4)N4CCCN4C3(C)C2=O)cc1 (configuration not stated)	3.8	0.1	-0.7	0.0	-17.8	-2.9	2.1
CO[C@H]1CN(C)C(=O)c2cc(NS(=O)(=O)c3cccc(F)c3)ccc2OC[C@H](C)NC[C@@H]1C	1.1	/	-5.1	2.7	-9.1	2.4	-2.7
O=C(C[C@@H]1CC[C@H]2[C@@H](COC[C@@H](O)CN2S(=O)(=O)c2cccc(Cl)c2)O1)Nc1ccccc1	-5.0	-2.5	-1.2	0.0	10.6	-2.5	-23.1
CCc1cc(C(=O)OC)c(NC(=O)CC2Sc3ccc(C(F)(F)F)cc3NC2=O)s1 (configuration not stated)	-0.9	-6.5	-0.1	-3.0	1.9	-4.8	/
CC(C)n1cnc2c(Nc3ccc(C(=O)O)cc3)nc(Cl)nc21	-20.6	3.6	/	/	-49.9	-10.3	/
Cn1c2c(c(=O)n1-c1ccccc1)CSCC2	-5.6	1.5	2.9	/	-6.8	6.6	-5.5
Cc1cccc(CN(C)C[C@@H]2OCc3cnnn3CCCC(=O)N([C@H](C)CO)C[C@@H]2C)c1	3.5	-0.6	-1.9	15.3*	/	7.9	-3.2
N#Cc1cc2ccccc2n2nnnc12	0.4	-3.7	0.7	0.7	-0.8	3.3	-4.5
O=C(CNC(=O)Cc1ccc(Cl)cc1)NCc1ccco1	2.7	-5.0	-3.7	-1.6	1.3	8.7	-25.2
C[C@@H]1CN([C@H](C)CO)S(=O)(=O)c2ccc(-c3ccncc3)cc2O[C@@H]1CN(C)C(=O)C1CC1	-10.5	1.0	3.7	-3.7	/	16.6	-5.1
Cc1ccc(NC(=O)CSc2nnc(NC3CC3)s2)cc1S(=O)(=O)N1CCOCC1	9.9	0.3	8.8	/	-14.0	0.5	/
C[C@@H]1CN([C@H](C)CO)C(=O)c2cc(NS(=O)(=O)c3cn(C)cn3)ccc2O[C@@H](C)CCCCO[C@@H]1CN(C)S(=O)(=O)c1ccc(Cl)cc1	-7.2	2.6	47.2	-0.3	5.1	12.3	-2.5
CCCNC(=O)N(C)C[C@@H]1Oc2ncc(C#Cc3ccncc3)cc2C(=O)N([C@@H](C)CO)C[C@H]1C	-10.9	1.4	27.9	-4.9	/	7.0	4.8
COc1ccc(NC(=O)Nc2cccc3c2O[C@@H](CN(C)Cc2ccncc2)[C@H](C)CN([C@H](C)CO)C3=O)cc1	-8.9	2.1	-2.7	-4.6	3.1	/	-6.5
CN1CCN(C2CCN(c3ccc(Nc4nnc(Cl)c(Nc5ccccc5S(C)(=O)=O)n4)c(OC(CF)CF)c3)CC2)CC1	4.1	-64.9	12.1	/	23.1	36.8*	-6.7
O=S1(=O)CC(N2CCN(c3ccccn3)CC2)CN1Cc1ccc(F)cc1 (configuration not stated)	-6.3	-4.2	-7.1	-0.9	-4.1	0.2	/
Cn1nc(C(C)(C)C)cc1C(=O)NNC(=O)c1ccc(C(F)(F)F)cc1	14.3	-0.5	/	1.7	32.3	-3.4	-8.0
CC(=O)c1ccc(Nc2nc(C(N)Cc3ccc(N)cc3)cs2)cc1 (configuration not stated)	-1.6	-3.1	-6.5	-1.8	10.9	-2.3	/
CCOC(=O)Cn1c(=O)oc2cc(S(=O)(=O)NC3CCCc4ccccc43)ccc21 (configuration not stated)	1.1	1.3	-6.2	1.7	3.1	27.4*	11.0
O=C(Nc1cccc(F)c1)N1C[C@H]2[C@@H](c3ccccc31)[C@@H](CO)N2C(=O)Cc1ccccc1	-1.2	0.6	3.4	-11.4	-13.3	12.4	-3.4
CCCNC(=O)N1C[C@H]2[C@@H](c3ccccc31)[C@@H](CO)N2Cc1ccccc1F	-0.4	2.0	13.1	-2.4	0.4	-7.0	-1.1
Cc1ccc(S(=O)(=O)N2CCCCC2)cc1NC(=O)c1cnccn1	5.0	1.4	-13.9	0.4	-1.6	-6.3	1.7
Cc1ccc(C)c(N(C(=O)c2snc(C(N)=O)c2N)C(C(=O)NCC2CCCO2)c2cccs2)c1 (configuration not stated)	16.6	3.0	4.0	3.8	27.4	-1.8	-7.5

Part of the list above, with values under each structure.
The line under a structure holds: EWS-Fli inh | Casp6 inh | LGR2 antag | SIRT5 inh | PAX8 reporter | DENV2 CPE | ARNT TACC3 PPI
- C[C@@H]1CN([C@H](C)CO)S(=O)(=O)c2ccc(-c3ccncc3)cc2O[C@@H]1CN(C)C(=O)C1CC1
    -10.5 | 1.0 | 3.7 | -3.7 | / | 16.6 | -5.1
- Cc1ccc(NC(=O)CSc2nnc(NC3CC3)s2)cc1S(=O)(=O)N1CCOCC1
    9.9 | 0.3 | 8.8 | / | -14.0 | 0.5 | /

(next part)
SMILES	EWS-Fli inh	Casp6 inh	LGR2 antag	SIRT5 inh	PAX8 reporter	DENV2 CPE	ARNT TACC3 PPI
COc1ccc(CN2CCCC(C(=O)N3CCCC3)C2)c(OC)c1 (configuration not stated)	1.9	-3.3	6.8	-0.7	-13.1	4.9	-3.3
O=C(/C=C/c1ccc(OC(F)F)cc1)Nc1cccc(S(=O)(=O)N2CCOCC2)c1	-3.4	-0.1	-9.4	-0.1	20.2	6.2	3.2
C[C@H](CO)N1C[C@H](C)[C@H](CN(C)C(=O)Nc2ccccc2)Oc2ccc(NC(=O)CCC(F)(F)F)cc2C1=O	5.1	0.0	-14.0	0.5	-8.3	-3.1	-1.5
CN(C)CC(=O)Nc1ccc2c(c1)[C@@H]1C[C@@H](CC(=O)NCC3CC3)O[C@H](CO)[C@@H]1O2	-9.8	-6.9	-4.4	1.6	5.7	-3.3	-1.0
C[C@@H]1CN([C@@H](C)CO)C(=O)CCCn2nncc2CO[C@H]1CN(C)S(=O)(=O)c1cccc(F)c1	-1.9&0.4&-0.9	-0.5&2.8&0.7	-4.2&8.3	0.3&-5.5&0.7	8.1&4.9	-8.5&1.0&-3.9	2.1&-6.8
Cc1cc(C)cc(C(=O)Nc2nnc(SCC(=O)NCC3CCCO3)s2)c1 (configuration not stated)	-8.0	-0.7	2.3	-2.2	-0.4	6.0	-7.4
CNC(=O)c1[nH]cnc1C(=O)N[C@@H](Cc1ccccc1)C(=O)OCc1ccccc1	-9.0	/	2.4	/	-23.4	/	8.5
O=C(O)c1cc(NC(=O)c2ccc3c(c2)C(=O)N(Cc2ccccc2)C3=O)cc(C(=O)O)c1	-3.4	-18.6	8.7	1.0	2.5	?	/
C/C(=N\NC(=O)Cc1ccccc1)c1cccs1	-6.4	-5.7	-14.2	5.1	/	-2.5	-1.4
COc1ccc(-n2nc(C)c3c(=O)c4c([nH]c32)CCCC4)cc1	8.7	0.0	-5.5	-2.0	23.5	-6.9	-2.4
Cc1cc2nc(-c3ccc(C#N)cc3)c(Cc3ccsc3)n2c(C)c1Br	-3.7	-0.4	0.2	-5.8	4.6	-9.5	/
Nc1c2c(nn1-c1ccc(C(=O)O)cc1)CNC2	-9.8	1.7	-18.1	-2.2	-13.4	8.6	-15.0
CN1C(=O)C(=O)N(CC(=O)Nc2ccccc2OC(F)F)C1=O	-5.5	1.2	-7.3	-1.2	2.2	-1.5	/
C[C@@H]1CN([C@@H](C)CO)C(=O)Cc2cc(NC(=O)CCCN(C)C)ccc2O[C@H]1CN(C)Cc1ccc(Oc2ccccc2)cc1	6.0	0.0	/	-3.6	38.5	2.2	17.9
CC(OC(=O)c1ccc2c(=O)n3c(nc2c1)CCCCC3)C(N)=O (configuration not stated)	9.9	2.7	-1.2	2.4	-14.0	2.3	-4.5
COc1ccc(OC)c(S(=O)(=O)N2CCC(C(=O)NCc3ccccn3)CC2)c1	-2.8	0.6	10.3	1.3	0.8	1.2	/
O=C(c1ccc[nH]1)N1O[C@@H]2C=C[C@H]1C2	-8.6	1.8	-25.2	/	3.3	61.6*	-3.8
CC1=Nc2cc(C(=O)NCCCOC(C)C)ccc2Sc2ccccc21	45.1	5.9	0.4	-2.9	15.8	6.8	4.5
CCC(=O)c1ccc(OCC(=O)N(C)CC(=O)Nc2cccc(F)c2)cc1	1.2	0.3	-17.0	-0.8	1.0	/	-10.5
Cc1ccc(CN(Cc2ccco2)C(=O)c2ccco2)cc1	/	3.7	-15.1	0.6	6.4	0.5	1.3

Quoted at random: 5 compounds from above, in no set order.
SMILES	EWS-Fli inh	Casp6 inh	LGR2 antag	SIRT5 inh	PAX8 reporter	DENV2 CPE	ARNT TACC3 PPI
C/C(=N\NC(=O)Cc1ccccc1)c1cccs1	-6.4	-5.7	-14.2	5.1	/	-2.5	-1.4
COc1ccc(-n2nc(C)c3c(=O)c4c([nH]c32)CCCC4)cc1	8.7	0.0	-5.5	-2.0	23.5	-6.9	-2.4
Cc1cc(C)cc(C(=O)Nc2nnc(SCC(=O)NCC3CCCO3)s2)c1 (configuration not stated)	-8.0	-0.7	2.3	-2.2	-0.4	6.0	-7.4
CC(OC(=O)c1ccc2c(=O)n3c(nc2c1)CCCCC3)C(N)=O (configuration not stated)	9.9	2.7	-1.2	2.4	-14.0	2.3	-4.5
C[C@@H]1CN([C@@H](C)CO)C(=O)CCCn2nncc2CO[C@H]1CN(C)S(=O)(=O)c1cccc(F)c1	-1.9&0.4&-0.9	-0.5&2.8&0.7	-4.2&8.3	0.3&-5.5&0.7	8.1&4.9	-8.5&1.0&-3.9	2.1&-6.8
